High-throughput results as filed in PubChem.
Myeloid diff 2 – induction of myeloid progenitor differentiation, primary screen, cell-based, flow cytometry, MLPCN library | ER-HoxA9 myeloid progenitors, lysozyme-GFP differentiation | calls only at 10 µM | 360,000 tested, 1% active;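 active = normalized GFP-positive differentiation at or above the plate's own cutoff, the solvent-only control mean plus 3 SD; inconclusive = no clear call, values can overlap the other calls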;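 note: cells exposed to compound for four days before flow analysis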
Insulin prom up – insulin promoter activators in MIN6 cells, imaging, high-content screening, mouse beta cells; z-score at 5 µM; 190,000 tested, 0.3% active; MIN6 insulin promoter-GFP reporter; hits give high values;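 active = z-score above 3 at 5 µM with at least 500 cells counted in the well; inconclusive = wells under 500 cells, flagged as cytotoxic or low count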
WT yeast gro inh – growth inhibition of WT strain, primary screen, mitochondrial fusion inhibitor project, WT and mutant strains, chemical genetic | 190,000 tested, 2.1% active | mitochondrial fusion phenotypic screen | inhibition, % at 10 µM; in the data active = inhibition above about 58%; tested in S. cerevisiae
West Nile virus CPE – West Nile virus antiviral activity, cell-based, CPE readout (AID 1621); one-dose CPE inhibition, % at 10 µM; IC50 in µM for titrated hits; West Nile virus-infected cells, CPE inhibition; higher % means a stronger effect; 290,000 tested, 0.02% active; in the data active = a potency from the dose series; inconclusive = CPE inhibition mostly from about 3.7% at the one dose, without a potency; inactive = the rest, 99 in 100 with CPE inhibition below about 2.2%; note: strong numbers were not always called active
Autophagy mod – autophagy modulators in MEF cells, primary screen, imaging, high-content, MEF GFP-LC3; 190,000 tested, 0.98% active; AID 463193, 2010; calls only at 10 µM (by protocol); MEF GFP-LC3 puncta imaging; test concentration mostly 10 µM;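 active = percentage of spot-positive cells more than 3 SD above its plate mean, without a fluorescence outlier flag or 80% toxicity; inconclusive = no clear call, values can overlap the other calls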;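 note: spot-positive cell cutoff set from DMSO-treated cells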
MT stabilize HCS – microtubule stabilizers in HeLa cells, primary screen, imaging, high-content imaging; HeLa tubulin immunostaining HCS, 24 h; share of cells brighter than vehicle mean+2SD; % tubulin-high responders, % at 10 µM; 200,000 tested, 0.83% active;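 active = plate Z-score above 3 for both tubulin-high and condensed-nucleus cell shares, with cell loss under 80%, at 10 µM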;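 note: anti alpha tubulin signal scored within the nucleus-defined area of each cell; some results filed as inactive read as strong as hits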
Hep lipid drop – inhibitors of hepatocyte lipid droplet formation, primary screen, imaging, high-throughput imaging, BODIPY stain; 240,000 tested, 0.4% active; AML12 mouse hepatocytes, oleate lipid droplets; inhibition, % at 6.5 µM; AID 1656, 2009;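 active = lipid droplet intensity inhibited by at least 50%, with more than 500 cells counted; inconclusive = wells with under 300 cells, treated as cytotoxic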
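System: AML12 hepatocytes (mouse). Probe or stimulus: oleic acid at 100 µM to induce lipid droplet formation. Times: overnight treatment with compound plus oleate. Detection: Image-based BODIPY and DAPI two-channel analysis. Evaluation: percent inhibition of filter-corrected integrated lipid droplet intensity per well.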
bCat nuc transl – modulators of beta-catenin nuclear translocation, primary screen, imaging, HeLa cells, immunofluorescence, high-content; AID 1665, 2009; nuclear translocation activity, % at 5 µM; 190,000 tested, 0.3% active;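 active = nuclear translocation activity above 50% at 5 µM, with a well cell count of 50 or more; inconclusive = wells under 50 cells across six images, flagged as toxic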;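 note: per-cell ratio of nuclear to cytoplasmic median beta-catenin stain intensity; plate controls were DMSO negative control for no effect and GSK-3 inhibitor IX positive control for full effect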
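Assay system: human HeLa cells, native beta-catenin; doses: 5 µM primary, 0.02–20 µM confirmation; incubation: compound treatment 24 h, 37°C, 5% CO2; technique: fluorescence imaging of beta-catenin antibody stain plus DAPI; measure: % activation, nuclear-to-cytoplasmic median beta-catenin signal ratio per cell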
T cell modulator – modulators of CD8 T cell-vesicle binding, primary screen, mouse 2C CD8+ T cells, flow cytometry; calls only at 7 µM; AID 2052, 2009; 330,000 tested, 0.068% active; 2C CD8+ T cell-vesicle binding; hits give low values;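 active = response, share of CD8 T cells binding vesicles, and their 90th percentile fluorescence all below set limits, cut at about 80% in these data, passing the limit was not always enough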
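Read-out – percent CD8+ FL2 mean versus row control · System – murine 2C transgenic CD8+ T lymphocytes · Times – 1.5 h cell–vesicle binding at 37 °C, then 20 min icy labelling · Control set – naked vesicles low, QL9 vesicles with vehicle high · Detection – cytometric PE anti-B7-1 and Alexa647 anti-CD8 signals after 1% paraformaldehyde fixation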
WT yeast gro inh mutant strain – further read-out of WT yeast gro inh, marked with its call; inhibition, %; mitochondrial fusion phenotypic screen, mutant strain inhibition
Insulin prom up cell count – recorded beside Insulin prom up, whose call it bears; cell count; measured here: cytotoxicity, nuclei count;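 total cells summed across four imaged fields per well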
Hep lipid drop cells 6.5 µM – recorded beside Hep lipid drop, whose call it bears; cell count; measured here: cell count, cytotoxicity flag;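 cells counted across two imaged fields per well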
bCat nuc transl cell count 5 µM – second read-out of bCat nuc transl, no call of its own (marks repeat the call); cell count; measured here: cell count, cytotoxicity flag
T cell modulator vesicle-bound % – also measured in T cell modulator; calls as there; double positive events, %; measured here: CD8+ vesicle-bound cell fraction;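 binding gate set so that unloaded-vesicle control wells show 10% double positive cells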
MT stabilize HCS Hoechst-high % – recorded beside MT stabilize HCS, whose call it bears; % Hoechst-high responders; measured here: nuclear condensation Hoechst responders;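 share of cells brighter than vehicle mean plus two SD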
MT stabilize HCS cytotoxicity % – second read-out of MT stabilize HCS, no call of its own (marks repeat the call); toxicity, %; measured here: cytotoxicity by cell density;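 0% = mean cell density of plate MIN control wells and 100% = no cells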
Autophagy mod cell loss 18 h – further read-out of Autophagy mod, marked with its call; toxicity, %; measured here: cell loss, nuclei count;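 cell loss after 18 h compound exposure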
Myeloid diff 2 GFP+ MAC1+ % – second read-out of Myeloid diff 2, no call of its own (marks repeat the call); GFP+ MAC1+ double positive, %; measured here: differentiation confirmed by MAC1 staining
An asterisk follows results filed as active; i = inactive; u = inconclusive; x = not tested or not shown. Compounds as they come; 3.9% or so of the library scored in one or more.

SMILES | Myeloid diff 2 | Myeloid diff 2 GFP+ MAC1+ % | Insulin prom up | Insulin prom up cell count | WT yeast gro inh | WT yeast gro inh mutant strain | West Nile virus CPE | Autophagy mod | Autophagy mod cell loss 18 h | MT stabilize HCS | MT stabilize HCS Hoechst-high % | MT stabilize HCS cytotoxicity % | Hep lipid drop | Hep lipid drop cells 6.5 µM | bCat nuc transl | bCat nuc transl cell count 5 µM | T cell modulator | T cell modulator vesicle-bound %
Cc1ccc(S(=O)(=O)NC(=O)NCCc2ccccc2)cc1 | i | 0.6 | 0.16 | 1318 | -8 | 1 | 1.7% | i | -4 | 1.6 | 2.3 | 4.8 | 4 | 747 | -1.1 | 1178 | i | 56
COc1ccccc1NC(=O)C(=N\O)/C(C)=N/O | i | 0.4 | -0.04 | 1328 | -20 | 8 | -0.1% | i | -3 | 5.4 | 2.7 | 3.5 | 10 | 598 | -4.3 | 533 | i | 45
Cc1cc(O)ccc1-c1cnc2ccccc2n1 | i | 7.2 | x | x | -5 | -14 | 0.7% | i | 0 | 10 | 5.9 | 10 | x | x | -1.6 | 1144 | i | 8
CN(C)S(=O)(=O)c1cccc(C(=O)OCC(=O)N2CCCC2=O)c1 | i | 0.8 | x | x | x | x | -0.3% | x | x | x | x | x | 13 | 831 | x | x | i | 13
c1ccc2c(c1)ncn2Cc1nnc2sc(-c3ccncc3)nn12 | i | 0.0 | x | x | -6 | -6 | -0.5% | i | 36 | 2.3 | 1.6 | 13 | -22 | 665 | -1.5 | 1058 | i | 26
COc1cc(/C=N/Nc2ccccc2)ccc1OC(=O)c1cccs1 | x | x | -0.29 | 1461 | 25 | 14 | 0.1% | i | 6 | 5.0 | 2.6 | 6.5 | 0 | 724 | 3.8 | 1069 | i | 41
COc1ccc(NC2C=CS(=O)(=O)C2)cc1 (stereo not drawn) | i | 0.5 | 0.08 | 1888 | -3 | -15 | 1.1% | i | -7 | 1.2 | 1.4 | 6.7 | 0 | 713 | -2.1 | 1096 | i | 26
CCCCCCn1cnc2c(oc3nc4c(cc32)CCCC4)c1=O | i | 0.3 | -0.96 | 1374 | 5 | 1 | -0.8% | i | -7 | 2.7 | 3.0 | 6.3 | 2 | 673 | 2.7 | 1067 | i | 48
Cc1cc2[nH]c(=O)c(=O)[nH]c2cc1S(=O)(=O)Nc1ccccc1F | i | 2.6 | x | x | x | x | 0.8% | x | x | x | x | x | -13 | 851 | x | x | i | 41
Cc1cc(C(=O)NC2CCCN(Cc3ccc(Cl)cc3)C2)no1 (stereo not drawn) | i | 0.0 | x | x | x | x | -0.8% | x | x | x | x | x | 12 | 832 | x | x | i | 10
CC(C)OC(=O)c1ccc(COC(=O)CNC(=O)c2ccco2)cc1 | i | 0.6 | x | x | x | x | 0.0% | x | x | x | x | x | 27 | 831 | x | x | i | 23
COc1ccc(-c2noc(CCC(=O)NC3CCCCC3)n2)cc1OC | i | 3.5 | 0.33 | 1329 | 12 | -14 | -0.6% | i | 11 | 2.6 | 2.4 | 10 | -1 | 739 | 0.7 | 1060 | i | 29
CSc1ccccc1OCc1cc(C(=O)N[C@H]2CCCCNC2=O)no1 | i | 1.9 | x | x | x | x | -0.8% | x | x | x | x | x | -19 | 696 | x | x | i | 14
OCCN(Cc1ccccc1)C(=S)Nc1ccc(F)cc1 | i | 0.8 | 1.2 | 1209 | 3 | 5 | -0.5% | i | 22 | 1.5 | 1.2 | 3.8 | -3 | 738 | 0.2 | 1163 | i | 28
CN1CCN(C(=O)/C(C#N)=C/c2ccc(F)cc2)CC1 | i | 0.1 | x | x | -24 | 8 | 0.0% | i | 2 | 7.1 | 3.3 | 12 | 11 | 689 | -3.7 | 1045 | i | 29
COc1cc(NC(=O)C2CCC(CNS(=O)(=O)c3csc(C(N)=O)c3)CC2)cc(OC)c1 (stereo not drawn) | i | 0.4 | x | x | x | x | 0.5% | x | x | x | x | x | -6 | 719 | x | x | i | 43
CCC(C)(C)NC(=O)C(c1ccc(C)cc1)N(Cc1ccco1)C(=O)Cn1nnc2ccccc21 (stereo not drawn) | i | 2.4 | 0.16 | 1315 | -1 | -5 | -0.8% | i | -9 | 4.0 | 1.7 | 6.8 | 13 | 777 | -3.9 | 1248 | i | 48
Cc1ccc(-c2noc(CNc3ccccc3)n2)cc1 | x | x | x | x | -4 | -1 | 1.4% | i | -9 | 0.8 | 1.9 | 6.2 | 19 | 680 | x | x | i | 23
O=C(N1CCN(c2ccccn2)CC1)N1c2ccccc2Sc2ccccc21 | u | x | -0.43 | 732 | 72* | 35* | x | i | 35 | 31* | 42* | 66* | -117 | 414 | 4.0 | 733 | i | 59
COc1cc(C(=O)N(Cc2cccnc2)Cc2cc3cc4c(cc3[nH]c2=O)OCCO4)cc(OC)c1OC | i | 1.3 | 0.5 | 1536 | 10 | -27 | 0.1% | i | 7 | 2.8 | 1.8 | 6.4 | x | x | -3.4 | 1294 | i | 31
Cc1ccc(C)c(-n2ccnc2SCC(=O)O)c1 | i | 0.5 | 1.4 | 852 | -8 | -1 | -0.1% | i | -3 | 1.2 | 1.6 | 8.7 | 20 | 810 | x | x | i | 49
O=C(N/N=C/c1ccc(O)cc1)c1cc(-c2ccccc2)nc2ccccc12 | i | 0.4 | x | x | x | x | -0.7% | x | x | x | x | x | -3 | 836 | x | x | i | 20
O=C(Cc1ccccc1)NCC1OCCc2ccccc21 (stereo not drawn) | i | 0.4 | 0.13 | 1483 | 14 | 9 | -0.6% | i | 0 | 2.6 | 0.9 | 1.8 | -18 | 682 | -0.7 | 948 | i | 23
Cc1ccsc1/C=N/Nc1ccc(F)cc1F | i | 0.2 | x | x | x | x | -0.8% | x | x | x | x | x | 12 | 791 | x | x | i | 26
CCc1[nH]nc2c1C1(CCN(C(=O)OCc3ccccc3)CC1)C(C#N)=C(N)O2 | i | 1.0 | x | x | 7 | 0 | 0.4% | i | -1 | 2.9 | 1.5 | 1.2 | -4 | 697 | 2.3 | 508 | i | 21
O=C(Nc1nnc(CCc2ccccc2)s1)c1ccccc1F | i | 0.5 | x | x | x | x | -0.6% | x | x | x | x | x | 0 | 816 | x | x | i | 53
N#Cc1c(/N=C/c2cccs2)sc2c1CCC2 | i | 0.8 | 0.45 | 1244 | 6 | -11 | 0.0% | i | -2 | 3.1 | 1.8 | 6.6 | 7 | 745 | -4.1 | 1204 | i | 34
O=C(N/N=C/C=C/c1ccc(Br)cc1)C(O)c1ccccc1 (stereo not drawn) | i | 0.4 | -0.87 | 1329 | -3 | 10 | 0.2% | i | 1 | 1.8 | 3.0 | 8.6 | 4 | 629 | -3.0 | 579 | i | 27
CC(C)Sc1nc2sccc2c(=O)n1-c1ccccc1 | i | 0.3 | x | x | x | x | -0.8% | x | x | x | x | x | -2 | 803 | x | x | i | 16
COc1ccc(NCc2nnc(SCC(=O)NNC(=O)c3ccc(C)cc3)n2C)cc1 | i | 0.2 | 0.15 | 1209 | 4 | 6 | 0.0% | i | 0 | 1.3 | 1.3 | 5.3 | -15 | 667 | -2.2 | 1163 | i | 45
COc1ccc(CN(C)CC(=O)Nc2cc(OC)c([N+](=O)[O-])cc2C)c(OC)c1 | i | 0.3 | 0.15 | 1512 | 4 | -9 | -1.3% | i | 3 | 3.7 | 3.0 | 12 | -50 | 570 | -0.9 | 1152 | i | 26
CCCCC(=O)Nc1ccc(NC(=O)CCCC)nc1 | i | 2.0 | -0.08 | 1150 | 4 | 2 | 0.2% | i | 8 | 4.0 | 3.5 | 4.0 | 7 | 793 | -1.4 | 1077 | i | 48
O=C(COc1cc2oc(=O)c3c(c2cc1Cl)CCC3)NCc1ccccn1 | i | 2.4 | x | x | x | x | 0.4% | x | x | x | x | x | 14 | 777 | x | x | i | 38
C#CCOCCOCCOCCNc1nc(N2CCN(C(=O)[C@H]([C@@H](C)CC)n3cc([C@@H](N)Cc4ccc(O)cc4)nn3)CC2)nc(N2CCN(C(=O)[C@H](CCCCN)n3cc([C@@H](N)CO)nn3)CC2)n1 | x | x | 0.89 | 1534 | -5 | -2 | x | i | 12 | 1.2 | 0.6 | 0.9 | -1 | 759 | 5.8 | 893 | i | 6
Cc1ccc(C)c(NC(=O)CSc2nnc(-c3ccncc3)n2N)c1 | i | 0.5 | -0.04 | 1347 | -6 | -2 | -0.8% | i | -6 | 2.9 | 2.2 | 4.7 | x | x | -2.1 | 1005 | i | 38
COc1ccccc1OCCNC(=O)CN(c1cccc(C)c1)S(=O)(=O)c1ccccc1 | i | 1.2 | x | x | x | x | -0.9% | x | x | x | x | x | -53 | 828 | x | x | i | 3
